# High-throughput results: PubChem, National Center for Advancing Translational Sciences (NCATS)
# Sm TGR block: qHTS Assay for the Inhibitors of Schistosoma Mansoni Peroxiredoxins. Schistosoma mansoni thioredoxin glutathione reductase (TGR), Q962Y6. purified TGR, DTNB reduction, TNB absorbance 405 nm. Potency, µM (top dose mostly 114 µM), without a hit: top-dose activity change, negative = inhibition, hits mostly inhibitors. actives 3% (n = 360,000). AID 485364, 2010; note: potency is the fitted concentration of half-maximal effect; nearly all actives have a fitted effect of over 60% in size
#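 Kinetic colorimetric format: TGR-catalysed, NADPH-driven DTNB reduction monitored via TNB absorbance. Enzyme dispensed at 20 nM; compound exposure 15 min at room temperature before reaction start.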
# AMA1-RON2 inh: qHTS for Inhibitors of AMA1-RON; Towards Development of Antimalarial Drug Lead: Primary Screen. AlphaScreen AMA1-biotinylated RON2 peptide binding. Potency, µM (doses to about 58.2 µM), for inactives: at the highest dose activity change, negative = inhibition, actives largely listed as inhibitors. actives 0.2% (n = 360,000). AID 720542, 2013;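 note: potency is the fitted concentration of half-maximal effect; 0% = vehicle wells and -100% = peptide control; nearly all actives have a fitted effect of over 45% in size; some results filed as inactive show a strong effect at the top dose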
#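 AMA1 (3D7) with his tag at 25 nM final met compounds first, then biotinylated RON2 peptide at 25 nM; detection used donor plus acceptor beads, 10 µg/mL apiece, read by AlphaScreen after 30 min at room temperature.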
# AmpC no deterg: qHTS Inhibitors of AmpC Beta-Lactamase (assay without detergent) | P00811 | AmpC nitrocefin hydrolysis, absorbance 480 nm, 0.0001% Triton | Potency, µM (series often up to 57.1 µM), inactives show at the highest dose activity change, negative = inhibition, most hits filed as inhibitors | actives 0.52% (n = 330,000) | AID 485341, 2010;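 note: potency is the fitted concentration of half-maximal effect; plate controls were no compound for no effect and no enzyme for full effect; nearly all actives have a fitted effect of over 20% in size; some results filed as inactive show a strong effect at the top dose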
# Target sequence (P00811 whole entry, looked up): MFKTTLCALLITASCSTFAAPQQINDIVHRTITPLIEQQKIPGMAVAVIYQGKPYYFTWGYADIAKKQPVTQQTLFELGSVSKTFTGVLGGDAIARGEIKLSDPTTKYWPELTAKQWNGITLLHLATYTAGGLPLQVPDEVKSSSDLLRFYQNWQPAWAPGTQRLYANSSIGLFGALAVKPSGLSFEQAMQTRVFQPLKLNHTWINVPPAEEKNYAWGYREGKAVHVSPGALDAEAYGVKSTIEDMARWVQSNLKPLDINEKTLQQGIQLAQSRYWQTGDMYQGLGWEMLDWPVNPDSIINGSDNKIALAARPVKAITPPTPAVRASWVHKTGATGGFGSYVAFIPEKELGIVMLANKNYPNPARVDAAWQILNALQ
#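 AmpC (5.3 nM in the dispensed reagent) in 20 mM phosphate pH 7.0 with 0.01% (detergent screen) or 0.0001% Triton X-100 was preincubated with compounds for 15 min at room temperature. Nitrocefin was then added from an 800 uM solution, and hydrolysis was followed at 480 nm.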
# AmpC inh detg: qHTS Inhibitors of AmpC Beta-Lactamase (assay with detergent); P00811; AmpC hydrolysis of nitrocefin, absorbance 480 nm, 0.01% Triton; Potency, µM (top dose mostly 114 µM), without a hit: at the top dose activity change, negative = inhibition, hits mostly inhibitors; actives 0.041% (n = 370,000);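 note: potency is the fitted concentration of half-maximal effect; 0% = no-compound wells and -100% = no-enzyme wells; nearly all actives have a fitted effect of over 25% in size; some results filed as inactive show a strong effect at the top dose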
#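 AmpC (5.3 nM in the dispensed reagent) in 20 mM phosphate pH 7.0 with 0.01% (detergent screen) or 0.0001% Triton X-100 was preincubated with compounds for 15 min at room temperature. Nitrocefin was then added from an 800 uM solution, and hydrolysis was followed at 480 nm.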
# Giardia FBPA inh: qHTS Assay for Inhibitors of Fructose-1,6-bisphosphate Aldolase from Giardia Lamblia. Potency, µM (highest dose often 59.6 µM), inactives show top-dose activity, negative = inhibition, most hits filed as inhibitors. purified Giardia FBPA. A8B2U2. actives 0.71% (n = 290,000); note: potency is the fitted concentration of half-maximal effect; nearly all actives have a fitted effect of over 55% in size
# Target sequence (A8B2U2 whole entry, looked up): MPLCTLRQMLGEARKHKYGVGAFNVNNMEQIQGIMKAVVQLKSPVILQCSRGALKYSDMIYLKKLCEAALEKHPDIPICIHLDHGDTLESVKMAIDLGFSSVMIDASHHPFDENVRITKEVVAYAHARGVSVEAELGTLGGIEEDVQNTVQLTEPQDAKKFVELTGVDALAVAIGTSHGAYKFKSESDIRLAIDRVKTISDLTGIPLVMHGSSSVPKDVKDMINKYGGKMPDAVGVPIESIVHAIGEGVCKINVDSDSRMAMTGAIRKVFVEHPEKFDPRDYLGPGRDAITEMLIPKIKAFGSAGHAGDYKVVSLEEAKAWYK
#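 40 nM FBPA preincubated 10 min at RT with compound (up to 57.5 uM final), then substrate plus GAPDH/TPI/NAD/arsenate coupling and diaphorase/resazurin added. Fluorescence read after 20 min at RT, 525/598 nm.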
# HCMV antiviral: qHTS Assay for inhibitors of the human cytomegalovirus (HCMV); HFF cells, HCMV-luciferase reporter, 72 h; stronger effect = lower value; actives 4.5% (n = 410,000); AID 1259415, 2018; activity change, negative = inhibition, % at 57.5 µM; in the data active = activity change below about -60%; inconclusive = no clear call, values can overlap the other calls; inactive = above about -39%
#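 Luciferase read-out from HCMV-luciferase-infected HFFs (MOI 1 PFU/cell) 72 h post infection at 37C; compounds added after 16 h cell attachment; activity normalized between buffer-only basal and Salinomycin (10uM) inhibitor controls.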
# Numbers without * were called inactive; ? = inconclusive; . = not tested or not shown; [ ] = remark or other dose. Unless noted, calls come from the whole dose curve; as a rule, active = well fitted curve in the direction sought with a large enough effect; inconclusive = small, poorly fitted or top-dose-only effect, or another doubt; inactive = no such curve, though single readings can be large; an effect the other way counts as inactive or inconclusive. Unless noted, % is set by controls: 0 for no effect and ±100 for the full control effect.
SMILES | Sm TGR block | AMA1-RON2 inh | AmpC no deterg | AmpC inh detg | Giardia FBPA inh | HCMV antiviral
Cc1ccc(S(=O)(=O)/N=C(/Nc2ccc([N+](=O)[O-])cc2[N+](=O)[O-])c2ccccc2)cc1 | . | 2% | -20% | . | . | 12
COc1ccc(NC(=S)N2CCN(S(=O)(=O)c3ccc(C)cc3)CC2)cc1 | -10% | 2% | -36% | ? | -8% | -61*
COc1cc(C2CC(=O)n3c(nc4ccccc43)S2)cc(OC)c1OC (stereo unspecified) | -5% | . | -14% | -5% | 0% | .
CCOC(=O)C1CCN(C(=O)c2cnn3c(C)cc(C)nc23)CC1 | 0% | -8% | 1% | -5% | 1% | -34
CCOc1cc(C(=S)N2CCOCC2)ccc1OC(=O)/C=C/c1ccc(OC)c(OC)c1 | -8% | -10% | 128%[activator] | 3% | 0% | -9
O=C(Nc1cc(C(F)(F)F)ccc1-n1cncn1)c1ccc(-c2ccccc2)cc1 | 12% | 13% | -2% | 9% | 18% | -39
CC(NC(=O)/C=C/c1ccccc1)c1ccccc1 (stereo unspecified) | 10% | 17% | -15% | 4% | -1% | -35
COc1cc(C(=O)Nc2ccc(O)cc2C(=O)O)ccc1OC(C)=O | 0% | ? | -13% | 1% | -28% | 16
O=C(c1cc2ccccc2o1)N1CCN(c2cccc(C(F)(F)F)c2)CC1 | -11% | 3% | 150%[activator] | -1% | . | 18
COc1cccc(CCNC(=O)c2cnc3sc(N4CCCCCC4)nn3c2=O)c1 | 7% | . | . | 12% | . | 1
COc1ccc(NC(=O)CN2C(=O)COc3ccc(S(=O)(=O)Nc4ccccc4)cc32)cc1OC | 11% | . | . | -5% | . | 42
C[C@H](NC(=O)c1nc[nH]c1C(=O)NC(c1ccccc1)c1ccccc1)C(=O)OC(C)(C)C | -11% | 109%[activator] | 24% | 2% | ? | 40
CCn1c(CC(=O)Nc2ccccc2F)nnc1SCC(=O)NC1CCCC1 | 7% | 7% | -19% | ? | 4% | 84
CCN(CC(=O)N1CCCC1)S(=O)(=O)c1ccc(F)cc1 | -17% | 4% | -16% | -7% | -11% | -10
COc1ccc(Cl)cc1NC(=O)C1COc2ccccc2O1 (stereo unspecified) | 0% | 6% | -23% | -3% | -9% | -5
COc1cccc(/C=N/NC(=O)c2ccc(=O)n(C)c2)c1OC | 4% | 21% | -9% | 7% | 0% | -40

# Record cards, as listed above. Values in the order: Sm TGR block | AMA1-RON2 inh | AmpC no deterg | AmpC inh detg | Giardia FBPA inh | HCMV antiviral
# Entry for COc1ccc(NC(=O)CN2C(=O)COc3ccc(S(=O)(=O)Nc4ccccc4)cc32)cc1OC → 11% | . | . | -5% | . | 42
# Entry for COc1cccc(/C=N/NC(=O)c2ccc(=O)n(C)c2)c1OC → 4% | 21% | -9% | 7% | 0% | -40
# Entry for O=C(c1cc2ccccc2o1)N1CCN(c2cccc(C(F)(F)F)c2)CC1 → -11% | 3% | 150%[activator] | -1% | . | 18

# (cont.)
SMILES | Sm TGR block | AMA1-RON2 inh | AmpC no deterg | AmpC inh detg | Giardia FBPA inh | HCMV antiviral
O=C(C1CC(=O)N(C2CCCC2)C1)N1CCN(c2ccccc2F)CC1 (stereo unspecified) | -35% | 0% | -6% | -8% | 4% | 4
COc1cccc(C(=O)NC2CC(=O)N(c3ccc4c(c3)OCCO4)C2)c1OC (stereo unspecified) | 8% | . | . | 2% | . | 34
Cc1oc2c(c1C(=O)c1ccccc1)C(=O)C(=O)c1ccccc1-2 | ? | ? | -55% | 4% | 1.1µM* | -103*
O=C(O)c1ccc2c(=O)n3c(nc2c1)/C(=C/c1ccc(Cl)c(Cl)c1)CC3 | 21% | 5% | -28% | ? | -1% | -23
O=C(COc1ccc(Cl)cc1)Nc1ccc(O)c(-c2nc3ccccc3s2)c1 | -6% | . | . | 0% | . | 32
O=C(OCCN1CCOCC1)c1cccc(F)c1 | 15% | -3% | -21% | 9% | -21% | 48
Cc1cc2c(n1-c1ccc(C(=O)NCc3ccccc3Cl)cc1)CCCC2 | ? | . | . | 27% | . | ?
Fc1ccccc1N1CCN(c2ncnc3nc[nH]c23)CC1 | 4% | -3% | -13% | 2% | 0% | ?
O=C(NC1CCCCC1)C1(S(=O)(=O)c2ccc(Cl)cc2)CC1 | -9% | 0% | 2% | -7% | 8% | ?
O=C(Nc1c(C(=O)N2CCN(c3ccc(F)cc3)CC2)oc2ccccc12)c1ccco1 | 0% | . | . | 6% | . | ?
CC1CCCCN1Cc1cnc(Cl)s1 (stereo unspecified) | -8% | -2% | ? | -1% | 2% | 11
CC(=O)Nc1ccc(S(=O)(=O)N2CCN(Cc3ccncc3)CC2)cc1 | -3% | -18% | -1% | 0% | 0% | 10
Brc1ccc(CN2CCN(c3ccccc3)CC2)o1 | 4% | -21% | -15% | ? | ? | -19
CC(=O)c1ccc(S(=O)(=O)N(C)CCCC(=O)N2CCN(c3ncccn3)CC2)cc1 | -7% | 2% | 29% | ? | . | 0
CCCOc1ccc(C(=O)Nc2ccc(S(=O)(=O)N3C[C@@H]4C[C@@H](C3)c3cccc(=O)n3C4)cc2)cc1 | 2% | ? | 154%[activator] | 2% | . | -14
CC(C)NC(=O)N(Cc1ccc(Cl)cc1)Cc1cccs1 | 11% | -9% | 16% | -13% | 6% | 8
CCOc1ccc(OCC)c(S(=O)(=O)NNC(=O)c2c(C)nc3ccccn23)c1 | 0% | 4% | -22% | 6% | -3% | -35
COc1ccc(NC(=O)c2oc3ccccc3c2NC(=O)COc2ccc(C(C)C)cc2)c(OC)c1 | 0% | . | . | 3% | . | 29
COc1cc(/C=N/N(C)c2ccccc2)ccc1O | -26% | -20% | -15% | 3% | -10% | 307
CCOc1ccccc1N1CCN(CC(=O)NC(C)c2ccccc2)CC1 (stereo unspecified) | -21% | -10% | 88%[activator] | 3% | 11% | -16
S=C(Nc1ccc2[nH]ccc2c1)NC1CCCCC1 | -2% | 35%[activator] | 14% | -8% | 5% | -6
CC(=O)Nc1ccc(S(=O)(=O)N(Cc2cc3ccc(C)cc3[nH]c2=O)CC2CCCO2)cc1 (stereo unspecified) | -4% | -6% | 81%[activator] | 2% | . | 16
CN1CCC(N(C)C(=O)c2ccc(Cl)c(S(=O)(=O)N3CCCCC3)c2)CC1 | 0% | -6% | 4% | -9% | . | -12
O=C(Nc1ccccc1Oc1ccccc1)C1=COCCO1 | 0% | -6% | -14% | -4% | 11% | 16
N#Cc1ccccc1Sc1ccccc1C(=O)N1CCOCC1 | 0% | -4% | -2% | -15% | -3% | -21
Cc1ccc(Cl)cc1N1CCN(C(=O)c2noc(C(C)C)c2[N+](=O)[O-])CC1 | 0% | -17% | -12% | -5% | 9% | -92*
COc1ccc(S(=O)(=O)N(CCc2ccccc2)CC(=O)Nc2cc(C)cc(C)c2)cc1OC | 3% | . | . | -3% | . | 8
CC(=O)N1N=C(N)SC1c1cccc([N+](=O)[O-])c1 (stereo unspecified) | -14% | 2% | -10% | ? | -2% | ?
CC(C)N1CCN(c2ccc(O)cc2)CC1 | ? | 6% | -3% | -5% | ? | ?
CCN(CC)c1ccc(C(=O)NCc2nc3cccnc3n2Cc2ccc(C)cc2)cc1 | -2% | . | . | 3% | . | -31
Cc1cc(C)nc(NC(=O)c2ccccc2O)n1 | 9% | 1% | -14% | -1% | -1% | 126
Cc1cc(C)cc(NC(=O)N2CCCN(Cc3c(F)cccc3Cl)CC2)c1 | -15% | 2% | 35% | -3% | 1% | -17
COc1ccc(C)cc1NC(=O)C(NCC(O)c1ccccc1)c1ccccc1 (stereo unspecified) | 0% | -21% | -4% | -6% | 13µM* | -35
Cc1ccc(S(=O)(=O)NCCc2cc3ccc(C)cc3[nH]c2=O)cc1 | -2% | 2% | -33% | -11% | 2% | -12
COc1ccc(Cc2nnc(NC(=O)c3c(-c4ccccc4)noc3C)s2)cc1OC | -4% | . | 31% | -12% | 0% | 69
COc1ccc(C2CC(=O)Oc3cc(C)cc(C)c32)cc1 (stereo unspecified) | . | 8% | -14% | . | 2%[89.2 µM] | 19
O=C(O)/C=C\c1cccc(-n2cnnn2)c1 | 0% | 21% | -14% | -17% | 1% | -34
FC(F)(F)c1nnc2n1N=C(c1cccs1)CS2 | -2% | 17% | 4% | -6% | 4% | -4
Cc1ccccc1OC(=O)c1cccc(S(=O)(=O)N2CCN(C)CC2)c1 | -5% | 2% | 70%[activator] | 0% | . | -33
O=C(NCc1ccc2c(c1)OCO2)c1ccc2c(=O)n(C3CCCC3)c(=O)[nH]c2c1 | 2% | 24% | -48% | 2% | 11% | 40
CCCN=Cc1ccc(O)cc1 | -10% | 4% | -24% | 0% | -2% | 7
CC1CCN(Cc2c(C(=O)N/N=C/c3ccc(C(C)C)cc3)nnn2-c2nonc2N)CC1 | -6% | 16% | -15% | -10% | -3% | -4
N#Cc1ccccc1S(=O)(=O)N1CCN(C(=O)c2cn(-c3ccccc3)nc2-c2cccnc2)CC1 | -4% | -4% | -9% | 8% | . | 29
CC1CCCN(C(=O)NC2CC(=O)N(c3ccc4c(c3)OCCO4)C2)C1 (stereo unspecified) | -1% | -2% | -10% | ? | . | 10
Cc1cc(C)cc(NC(=O)CSc2nncn3c2cc2occc23)c1 | -24% | . | . | 3% | . | ?
CC1CCCC(C)N1CCCNC(=O)c1csc2c1CCCCC2 (stereo unspecified) | -1% | 26% | -5% | -6% | . | 0
COc1cc(C(=O)NCC2CCCO2)ccc1OCc1ccc(Cl)cc1 (stereo unspecified) | 1% | -4% | 71%[activator] | -9% | . | ?
COc1ccc(S(=O)(=O)N2C3CCC2CC(NC(=O)NC2CCCCC2)C3)cc1 (stereo unspecified) | -7% | 2% | -6% | -2% | 2% | -20
Nc1ccccc1C(=O)N1CCCC1 | 4% | 4% | 7% | 0% | 7% | 2
Cc1ccc(C(=O)NCC(c2ccco2)N2CCCCC2)s1 (stereo unspecified) | -18% | 5% | -18% | -6% | . | -2
COc1ccc(N(C(=O)c2ccccc2C)S(=O)(=O)c2ccc3c(c2)n(C)c(=O)n3C)cc1 | 3% | . | . | 21% | . | 1
O=C(CSc1nccn1Cc1ccc(F)cc1)Nc1nc2ccccc2s1 | 8% | . | . | 23% | . | -5
O=C(Nc1cccc(F)c1)c1c(F)c(F)c(F)c(F)c1F | -3% | 23% | -4% | -3% | 0% | -4
CC(=O)Nc1ccc(S(=O)(=O)NNC(=O)CCC(=O)NCc2ccccc2)cc1 | . | 68%[activator] | -5% | . | . | 22
COC(=O)c1[nH]c2ccc(C)cc2c1NC(=O)CN1CCCc2ccccc21 | 8% | -12% | 135%[activator] | 3% | 14% | -24
COCCCn1c(C)nnc1SCc1ccc(C(C)(C)C)cc1 | . | 5% | 80%[activator] | -7% | 0% | -8
